Compound activity: PubChem BioAssay, National Center for Advancing Translational Sciences (NCATS)
p53ts 32C kill: p53ts cell cytotoxicity, permissive temperature; H1299-p53A138V at 32C, ATP luminescence viability, 24 h; 130,000 compounds, 0.93% hits; Potency, µM (top dose mostly 46.1 µM), for inactives: at the highest dose activity change, negative = cytotoxicity, usual class: cytotoxic;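 note: 0% = DMSO and -100% = full killing by reference compound; nearly all actives have a fitted effect of over 55% in size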
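Viability by ATPlite luminescence after 24 h compound treatment (up to 46 uM) at the permissive 32C. Cells are H1299 carrying p53 A138V. Scale runs from DMSO basal to 100 uM tamoxifen as full kill; AC50 from Hill fits.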
p53ts 39C tox: kills p53ts cells at the nonpermissive temperature; H1299-p53A138V viability at 39C, ATP luminescence, 24 h; Potency, µM (highest dose often 46.1 µM), for inactives: at the top dose activity change, negative = cell killing, actives largely listed as cytotoxic; 130,000 compounds, 1.5% hits; note: nearly all actives have a fitted effect of over 55% in size
Imprint erasure: induces erasure of genomic imprints in mouse ES cells. 110,000 compounds, 0.02% hits. Potency, µM (highest dose often 60.7 µM), without a hit: at the top dose activity change, positive = activation, actives largely listed as activators. mouse ES Peg3-LacZ reporter, beta-gal luminescence, 40 h;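 note: 0% = negative control wells on the plate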
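Readout: BetaGlo luminescence (5 min, room temp) for LacZ from the normally silent maternal Peg3 allele in female Peg3LacZ-Neo ES cells. Cells 300/well, 40 h, 37C, 5% CO2. Data normalized per plate to negative controls.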
IkB signaling: inhibitors of IkB signaling in ABC-DLBCL cells | ABC-DLBCL IkBa-CBG/CBR dual luciferase ratio, 4 h; response scale: scaled: untreated 0%, proteasome inhibitor 100% | Potency, µM (top dose mostly 57.1 µM), inactives show at the top dose IkBa stabilization activation | 110,000 compounds, 0.04% hits | AID 445; active = well fitted curve in the direction sought with a large enough effect in the signal ratio, not every such curve was filed as active; inconclusive = small, poorly fitted or top-dose-only effect, or a change in a side signal; the % refers to the signal ratio;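 note: the direction sought is a rising ratio; 0% = basal untreated cells and 100% = reference inhibitor full response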
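Curves were fitted separately to fusion (green), unfused (red) and ratio luminescence, then classed by r2, magnitude and activity. Cells: OCI-Ly3, 4 h compound plus doxycycline at 37C; 10 uM MG-132 defined full response.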
* = called active by the depositor; ? = inconclusive; nt = no result given; & = joins results of further samples; [ ] = remark or other dose. Unless noted, calls come from the whole dose curve; as a rule, active = well fitted curve in the direction sought with a large enough effect; inconclusive = small, poorly fitted or top-dose-only effect, or another doubt; inactive = no such curve, though single readings can be large; an effect the other way counts as inactive or inconclusive. Unless noted, % is set by controls: 0 for no effect and ±100 for the full control effect; potency is the fitted concentration of half-maximal effect. This is a subset; the hit share may differ from the screen's.

SMILES | p53ts 32C kill | p53ts 39C tox | Imprint erasure | IkB signaling
COc1ccccc1OCCCn1cc(C(=O)c2ccco2)c2ccccc21 | 11% | -1% | -21% | ?
Ic1cncc(OC[C@@H]2CCN2)c1 | -2% | 12% | -11% | 1.1%
COc1ccc(NC(=O)CN2C(=O)C(C)N=C(c3ccccc3)c3ccccc32)cc1OC (stereo not drawn) | 17% | 18% | -8%[10.9 µM] | ?
Cc1ccc(C)c(CN2CCC(n3nnc4cc(F)ccc43)CC2)c1 | 6% | -4% | -5% | 0.6%
COc1ccc(-n2nc(C(F)(F)F)cc2-c2ccc(Cl)cc2)cc1 | 8% | 4% | -30%&-21%[inhibitor] | 13%
O=c1c2ccccc2nc(-c2ccccc2)n1-n1cccc1 | -1% | -4% | -11% | -2.6%
Cn1c(=O)cc(SCC(=O)N2CCC3(CC2)OCCO3)c2ccc(Cl)cc21 | ? | -6% | -10% | 0.2%
CC(=O)c1c(O)n(C2CCCCCC2)c(=O)[nH]c1=O | 17% | 25% | -16% | -0.2%
CC(=O)N(C1=NCCCS1)c1ccccc1F | -5% | -11% | -8% | -0.2%
COCCNC(=O)c1c(NC(=O)c2ccco2)n(Cc2ccccc2)c2nc3ccccc3nc12 | 4% | 5% | 18% | 0.4%
COc1ccc(-n2c(/C=C/c3cccc(F)c3)nc3ccccc3c2=O)cc1Cl | -3% | -23% | -3%[10.9 µM] | ?
O=C(O)CNCP(=O)(O)O | 0%[9.22 µM] | 8%[9.22 µM] | 3%[10.9 µM] | 0.0%[11.4 µM]
CC1(C)N([O-])[N+](=O)C1(C)Br (stereo not drawn) | 2% | -6% | -1% | nt
OC1CCCCC1N1CCC(c2ccccc2)CC1 (stereo not drawn) | -7% | -10% | -6%&-7% | nt
O=C1NC(=O)[C@]2(Cc3ccccc3N3CCN(c4ccccc4)CC32)C(=O)N1Cc1ccccc1 (stereo partly drawn) | 5% | -13% | -17% | ?
CC(=O)OC1C2CCC3C1(CC(O)[C@@]1(O)[C@@H](CC(O)C1(C)C)[C@]3(C)O)C[C@@]2(C)O (stereo partly drawn) | 5% | -10% | 8% | nt
O=C(O)C1CSC(c2cccnc2)N1 (stereo not drawn) | -1% | 5% | -1% | -0.8%
Cn1c(O)c(C=Nc2ccc(Cl)cc2)c(=O)n(C)c1=O | 2% | -16% | -5% | -0.4%
CCc1ccccc1NC(=O)c1sc2nc3c(cc2c1N)CN(Cc1ccccc1)CC3 | -7% | ? | -14%[10.9 µM] | 0.4%
c1ccc2c(CN3CCCCCCC3)c[nH]c2c1 | 15% | 0% | -27% | 2.3%

Grouped by structure, the compounds so far containing a COOH group (2)
SMILES | p53ts 32C kill | p53ts 39C tox | Imprint erasure | IkB signaling
O=C(O)CNCP(=O)(O)O | 0%[9.22 µM] | 8%[9.22 µM] | 3%[10.9 µM] | 0.0%[11.4 µM]
O=C(O)C1CSC(c2cccnc2)N1 (stereo not drawn) | -1% | 5% | -1% | -0.8%

Later entries.
SMILES | p53ts 32C kill | p53ts 39C tox | Imprint erasure | IkB signaling
Cc1cc(NC(=O)COC(=O)c2c(C)nn(Cc3ccccc3)c2Cl)no1 | -11% | -13% | -20% | 2.5%
Cc1ccc(N2C(=O)CC(=O)NC2=O)cc1 | -5% | -5% | -12% | 0.5%
NC(=O)CN1CCCC1=O | 3% | -1% | -5% | 1.5%[25.6 µM]
c1ccc2c(CN3CCN(C4CCCCC4)CC3)c[nH]c2c1 | ? | ? | -56%[inhibitor] | 3.1%
Nc1c(C(=O)Nc2ccc(Br)cc2F)sc2nc3c(cc12)N1CCC3CC1 | -20% | ? | -8%[10.9 µM] | -3.3%
NC(=O)c1cc([N+](=O)[O-])cc([N+](=O)[O-])c1 | -9% | 3% | -17% | nt
Cc1nccc2c1[nH]c1ccccc12 | -10% | -19% | -23% | ?
CN(C)CCCNc1c2c(nc3ccc(Cl)cc13)CCCC2 | -15%[9.22 µM] | -5%[9.22 µM] | 10%[10.9 µM] | -1.6%[11.4 µM]
COC(=O)[C@@H]1C[C@@]2(O)[C@@H](O)[C@@H](O)[C@@H](O)C[C@H]2N1Cc1cccnc1 | 3% | -4% | -3% | nt
O=C(c1cc2ccccn2n1)N1CCC2(CC1)OCCO2 | 8% | 6% | -1% | -1.2%

Limited to p53ts 32C kill (2 entries from above):
| Compound | p53ts 32C kill |
| --- | --- |
| CN(C)CCCNc1c2c(nc3ccc(Cl)cc13)CCCC2 | -15%[9.22 µM] |
| O=C(c1cc2ccccn2n1)N1CCC2(CC1)OCCO2 | 8% |

(cont.)
SMILES | p53ts 32C kill | p53ts 39C tox | Imprint erasure | IkB signaling
Cc1cccc(NC2=NCCCS2)c1C | -8% | -9% | -15% | -0.8%
CCOC(=O)c1ccc(NC(=O)c2sc3nc4c(cc3c2N)N2CCC4CC2)cc1 | -7% | 11% | -5%[10.9 µM] | 1.5%
CN1C(=O)c2ccccc2Sc2ccc(NC(=O)c3ccc(C(F)(F)F)cc3)cc21 | -5% | ? | -17%[10.9 µM] | ?
COC(=O)c1c(C)[nH]c(C(=O)C(Cc2ccccc2)N(C)C)c1C (stereo not drawn) | -7% | -13% | -16% | -2.0%
CCOc1ccccc1CN(CCc1ccc2c(c1)OCO2)Cc1ccc(CC)cc1 | ? | ? | -17%[10.9 µM] | 2.0%
S=C=Nc1cccc(C2(N3CCCCC3)CCCCC2)c1 | -8% | ? | 0% | -0.1%&-7.7%
O=c1c2ccccc2nc(CSc2ncnc3nc[nH]c23)n1-c1ccccc1 | 7% | -18% | 5% | 0.0%
CCCCc1nc2ccccc2c(=O)n1-c1cccc(OC)c1 | -2% | 6% | -7%[10.9 µM] | -1.1%
CC(C(N)=O)N1CC(c2ccccc2)CC1=O (stereo not drawn) | 0% | 8% | -3% | 4.5%
Oc1ccc2c3c1O[C@H]1c4c(c5ccccc5n4Cc4ccccc4)C[C@]4(O)[C@H](C2)N(CC2CC2)CC[C@@]314 | ? | 32µM* | -29% | ?
COc1cc(/C=C/C(=O)c2c(O)n(CCc3ccccc3)c(=O)[nH]c2=O)ccc1O | -23% | -5% | nt | nt
O=C(Oc1ccccc1)N1CCC2(CC1)CN(Cc1ccncc1)C2 | 4% | 0% | nt | -1.9%[11.4 µM]
CCC(=O)OC1(c2cccc(C)c2)CC(C)N(C)CC1C (stereo not drawn) | -5% | -8% | -21% | 0.9%
COC(=O)/C=C\C(=O)N[C@@H]1CC[C@@]2(O)[C@H]3Cc4ccc(O)c5c4[C@@]2(CCN3CC2CC2)[C@@H]1O5 | 21% | -10% | -14% | ?
O=C(C1CC(c2ccc(Cl)c(Cl)c2)=NO1)N1CCC2(CC1)OCCO2 (stereo not drawn) | -13% | -16% | -6% | ?
Nc1c(C(=O)OC2CCCCC2)c2nc3ccccc3nc2n1CC1CCCO1 (stereo not drawn) | 8% | 4% | -18% | 2.9%
COc1c(C)cc(Br)cc1C(=O)Nc1ccc(-c2nc3ncccc3o2)cc1 | -28% | 6.3µM* | -18%[10.9 µM] | 14%
Cc1ccc(Cn2c(=O)n(CCCCC(=O)NCc3ccccc3Cl)c(=O)c3ccccc32)cc1 | -10% | ? | -5%[10.9 µM] | 0.7%
ClCCCCl | 3%[1.84 µM] | 8% | 10% | 0.1%
COC(=O)[C@H]1C[C@@H]1[C@H](NP(=O)(c1ccccc1)c1ccccc1)c1ccccc1 | 7% | -6% | -8% | nt
C[C@@]12C=CC(=O)C=C1CCC1C2CC[C@]2(C)C(=O)CCC12 (stereo partly drawn) | 2% | 0% | -20% | nt
COc1ccc(C[C@@H](N)c2ccc(OC)cc2)cc1 | 6%[9.22 µM] | -7%[9.22 µM] | -11%[10.9 µM] | 0.2%[11.4 µM]
Cc1ccc(-c2nc3ccc(Cl)cn3c2Nc2ccccc2C)s1 | 5% | ? | -12%[10.9 µM] | 5.9%
Cc1cnn(C2CCN(C)CC2)c1N | -2% | -2% | 5% | 0.3%
Nc1cc(Cl)cc(Cl)c1 | ? | -10% | -7% | 2.1%
CN1CCN(c2ccc([N+](=O)[O-])c3[nH]o[n+](=O)c23)CC1 | ? | -21%[9.22 µM] | nt | ?
COc1ccccc1CN1CCCC2(CCN(C(=O)Oc3ccccc3)CC2)C1 | 3% | 2% | nt | 2.7%[11.4 µM]
CCOC(=O)c1ccc(NC(=O)c2cccn(Cc3ccccc3F)c2=O)cc1 | -11% | ? | -10%[10.9 µM] | -3.7%
O=C(CN1CCCC1=O)N1CCOCC1 | -6% | 11% | 3% | 1.0%
S=C=S | 4%[1.84 µM] | 4% | 4% | -1.9%
CC(Cl)Cl | 12%[1.84 µM] | 1% | -5% | -2.1%
CN1CCN(c2nccc3c2ncn3C)CC1 | 9% | 8% | -5% | 0.8%
CC(=NCc1ccc2c(c1)OCO2)c1c(O)n(C)c(=O)n(C)c1=O | 0% | 0% | -10% | 2.5%
C[C@H](CCC(=O)O)[C@H]1CC[C@@H]2[C@H]3CC[C@H]4C[C@@H](O)CC[C@@]4(C)[C@H]3CC[C@]21C | -1%[20.6 µM] | -3%[20.6 µM] | -4%[16.8 µM] | 0.2%[25.6 µM]
COc1ccc2c(c1)[nH]c1c(C)nccc12 | 14% | -20% | -37%[inhibitor] | ?
c1ccc(C2CC2)c(OCC2=NCCN2)c1 | 1%&-3% | 3%&12% | -19%&-18% | 0.6%&-7.5%
CON(C)C(=O)Nc1ccc(Cl)cc1 | -2% | 0% | -19% | 0.8%
CCCOC(=O)[C@@H]1[C@@H](C(=O)O)[C@H]2CC[C@@H]1O2 | -3%[9.22 µM] | 1%[9.22 µM] | -14%[10.9 µM] | 1.0%[11.4 µM]
CCCCCCC[n+]1ccc(-c2cc[n+](CCCCCCC)cc2)cc1 | -17% | ? | -21% | 0.1%
O=C(CN1CC(c2ccccc2)CC1=O)NCc1ccc(F)cc1 (stereo not drawn) | 0% | -2% | -8% | -2.8%
C=CCN=C=S | -12%[1.84 µM] | -4% | 0% | 0.5%
Oc1ccc(Cl)c(Cl)c1 | 0%[1.84 µM] | -11% | -8% | 2.5%
O=c1[nH]c2ccccc2c(=O)n1-c1ccc(Cl)c(Cl)c1 | -4% | 5% | -2%[10.9 µM] | ?
CC(C)Br | 6%[1.84 µM] | 0% | 0% | -0.5%
C[C@@H](Cc1ccccc1)NCCC(c1ccccc1)c1ccccc1 | 0%[20.6 µM] | 13µM* | 6%[16.8 µM] | -0.8%[25.6 µM]
CC(=O)OC1CC2C(C)(C)C(O)C=C[C@@]2(C)C2CC[C@]3(C)C(=CC(=O)OC3c3ccoc3)[C@]12C (stereo partly drawn) | 35%[activator] | 79%[activator] | -12% | nt
CC(C)(C)P(=O)(c1ccncc1)N1CCCC1 (stereo not drawn) | -1% | -9% | -7% | -1.8%
O=C(c1cc(-c2ccncc2)nc2ccccc12)N1CCC2(CC1)OCCO2 | -6% | -8% | -7% | -0.1%
CCc1ccc(CCN2CCCCC2)nc1 | 6%[9.22 µM] | 4%[9.22 µM] | -14%[10.9 µM] | -0.9%[11.4 µM]
CCOC(=O)C(O)(c1ccc(N)c(OC)c1)C(F)(F)F (stereo not drawn) | 5% | 7% | 8% | ?

By substructure, the entries above with a CF3 group (three)
SMILES | p53ts 32C kill | p53ts 39C tox | Imprint erasure | IkB signaling
COc1ccc(-n2nc(C(F)(F)F)cc2-c2ccc(Cl)cc2)cc1 | 8% | 4% | -30%&-21%[inhibitor] | 13%
CN1C(=O)c2ccccc2Sc2ccc(NC(=O)c3ccc(C(F)(F)F)cc3)cc21 | -5% | ? | -17%[10.9 µM] | ?
CCOC(=O)C(O)(c1ccc(N)c(OC)c1)C(F)(F)F (stereo not drawn) | 5% | 7% | 8% | ?

The list continues:
SMILES | p53ts 32C kill | p53ts 39C tox | Imprint erasure | IkB signaling
COc1ccc(-n2c(O)c(C(C)=NCc3ccco3)c(=O)[nH]c2=O)cc1 | 3% | 6% | -8% | -2.1%
O=C(c1cc(-c2cccnc2)nc2ccccc12)N1CCC2(CC1)OCCO2 | -2% | 10% | -3% | -2.2%
O=C(CN1C(=O)CN=C(c2ccccc2)c2ccccc21)Nc1cccc(C(F)(F)F)c1 | -2% | ? | 7%[10.9 µM] | ?
c1ccc2cc3c(cc2c1)-c1cccc2cccc-3c12 | ? | -3% | -5% | -3.1%
CC(=O)c1c(O)c(C)c(O)c(Cc2c(O)c3c(c(C(=O)/C=C\c4ccccc4)c2O)OC(C)(C)C=C3)c1O | -20% | ? | -20% | ?
